A549 viability: kills or reduces viability of A549 cells in Nrf2 counter-screen; A549 ARE-Fluc cells, CellTiter-Fluor viability, 18-24 h; Potency, µM (highest dose often 46 µM), inactives show at the highest dose activity change, negative = cytotoxicity, most hits filed as inhibitors; 390,000 tested, 0.16% active; further: potency means the concentration at half of the fitted maximal effect; on the % scale 0 is the no-effect control and ±100 the full control effect
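A549 ARE-Fluc cells in 5% FBS OPTI-MEM, 5000 cells/well, rested 2 h then exposed to compounds in concentration-response for 18-24 h at 37 °C. Viability by CellTiter-Fluor fluorescence (Ex 405/Em 525) after 30 min; luciferase luminescence (BugLite, 15 min, RT) read afterwards.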
ATXN viability: cell viability loss in ATXN counter-screen | Potency, µM (doses to about 56.7 µM), usual class: cytotoxic | S2 cells (HEK-293 line with an ATXN2-luciferase reporter) viability, CellTiter-Fluor protease fluorescence, 24 h | AID 651635 | 400,000 tested, 0.49% active; further: potency means the concentration at half of the fitted maximal effect; nearly all actives have a fitted effect of over 40% in size
TGFb SMAD3 inh: TGF-b pathway inhibition; 410,000 tested, 1.2% active; Potency, µM (titrated, usually from 46.1 µM), for inactives: at the top dose activity, negative = inhibition, most hits filed as inhibitors; AID 588855; HepG2 CAGA-GFP TGF-b/SMAD3 reporter, GFP fluorescence, 18 h; TGF-beta stimulated, 500 pg/mL final; further: potency means the concentration at half of the fitted maximal effect; on the % scale 0 is the no-effect control and ±100 the full control effect; nearly all actives have a fitted effect of over 65% in size
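First, reporter cells (HEPG2 CAGA-GFP) rested 2 h at 37 degrees C. Next, compounds were pinned in and TGF-beta added to 500 pg/mL final. After 18 h, GFP was imaged per cell and summed per well.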
Nrf2 block: blocks Nrf2 signaling | A549 ARE-Fluc reporter, luciferase luminescence, 18-24 h | Potency, µM (doses to about 46 µM), without a hit: top-dose activity change, negative = inhibition, usual class: inhibitors | 360,000 tested, 2.1% active | AID 504444; further: potency means the concentration at half of the fitted maximal effect; on the % scale 0 is the no-effect control and ±100 the full control effect; nearly all actives have a fitted effect of over 60% in size
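Cells were seeded and rested 2 h, then exposed to compounds for 18-24 h. CellTiter-Fluor was read first as a viability measure. BugLite was added 15 min before the final luminescent read of ARE-luciferase activity in A549 cells.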
Nrf2 activator: activates Nrf2 signaling; AREc32 ARE-luciferase reporter (MCF7-derived line), luminescence, 24 h; Potency, µM (series often up to 46.1 µM), without a hit: at the highest dose activation, most hits filed as activators; 410,000 tested, 0.31% active; further: potency means the concentration at half of the fitted maximal effect; % of control where 0% means no effect; nearly all actives have a fitted effect of over 65% in size
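Each well held 1000 AREc32 cells, which were incubated with compound for 24 hr at 37 deg C after overnight attachment, and ARE reporter activity was quantified by firefly luciferase luminescence.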
HepG2 viability: HepG2 cytotoxicity, counter-screen for TGF-b inhibitors; HepG2 CAGA-GFP viability, ATP luminescence, 18 h; Potency, µM (top dose mostly 46.1 µM), inactives show at the highest dose activity change, negative = cytotoxicity, actives largely listed as cytotoxic; 410,000 tested, 0.76% active; AID 588856; further: potency means the concentration at half of the fitted maximal effect; some results filed as inactive show a strong effect at the top dose
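HepG2 CAGA-GFP cells (1000/well, DMEM with 1% FBS) received compound, then TGF-beta at 500 pg/mL final, and were incubated 18 hours at 37 degrees C. Viability was read by CellTiter-Glo luminescence. Media-only wells were set as complete cell-killing and DMSO as no toxicity.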
pAkt inh: Akt phosphorylation inhibition; Neuro2A IGF-stimulated pAkt S473 HTRF, 20 min; active compounds read low; activity change, % for hits at 50 µM; 360,000 tested, 0.32% active; in the data active means activity change below about -80%; inconclusive means mostly about -51% to -80%; further: on the % scale 0 is the no-effect control and ±100 the full control effect
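Neuro2A cells (4,500/well, DMEM with 0.5% FBS) were treated with compound at a single 50 µM final concentration, stimulated with 6 nM IGF for 20 min at 37 °C, and lysed. Phospho-Akt Ser473 was read by HTRF as 665/615 ratio ×10^4.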
MmCpn inh: inhibitors of Methanococcus maripaludis chaperonin (MmCpn); purified Mm-Cpn ATPase, ADP Transcreener TR-FRET; Potency, µM (series often up to 76.9 µM), for the others: top-dose activity, negative = inhibition, most hits filed as inhibitors; 330,000 tested, 0.031% active; further: potency means the concentration at half of the fitted maximal effect; on the % scale 0 is the no-effect control and ±100 the full control effect; nearly all actives have a fitted effect of over 80% in size
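Purified archaeal chaperonin (25 nM final) was preincubated with compound for 10 min at 37°C, then ATP (10 uM final) was added for 30 min at 37°C in Tris pH 7.4/KCl/MgCl2/DTT buffer. ADP was quantified by HTRF Transcreener TR-FRET.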
CCT modulator: modulators of cytosolic chaperonin (CCT/TRiC) activity. purified chaperonin ATPase assay, HTRF ADP detection, 30 min. activity change, % (concentration not given with the values), hits read low. 360,000 tested, 0.3% active; in the data active means activity change below about -30%; further: on the % scale 0 is the no-effect control and ±100 the full control effect
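Enzyme 40 or 20 nM (batch-dependent) in Tris pH 7.4/KCl/MgCl2/DTT; cpd 76 uM single point; ATP 10 uM; 30 min 37 °C; Transcreener ADP HTRF detection, 30 min RT; ratio 665/615.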
* hit, by the source's call; i = inactive; ? = inconclusive; . = no result given; [ ] = remark or other dose. Unless noted, the call rests on the fitted dose curve; in most records, active means well fitted curve in the direction sought with a large enough effect; inconclusive means small, poorly fitted or top-dose-only effect, or another doubt; inactive means no such curve, though single readings can be large; an effect the other way counts as inactive or inconclusive.

Values run as follows: pAkt inh	TGFb SMAD3 inh	A549 viability	Nrf2 block	HepG2 viability	CCT modulator	ATXN viability	Nrf2 activator	MmCpn inh
1	Cc1ccc(SCCC(=O)OCn2nnc3ccccc3c2=O)cc1
→ i	3%	0%	-25%	-12%	-2.7	i	-0.4%	0%
2	O=C(CCCN1C(=O)c2ccccc2C1=O)NCc1cccnc1
→ i	14%	6%	1%	1%	-3.9	i	-0.1%	2%
3	COc1ccc(NC(=O)c2cc(-c3ccc(F)cc3)no2)cc1OC
→ .	35%[activator]	-11%	-14%	3%	.	i	-0.1%	.
4	COc1ccc(C(=O)NNC(=O)C23CC4CC(CC(C4)C2)C3)cc1OC
→ i	14%	3%	9%	0%	-29	i	-1.7%	-1%
5	CCC1Oc2ccccc2N(CC(=O)Nc2ccc3c(c2)OCCO3)C1=O (centres undefined)
→ i	1%	1%	13%	-4%	-1.0	i	2.8%	2%
6	CC1CC(C)CN(CC(=O)N2CCOCC2)C1 (centres undefined)
→ i	-16%	-8%	-30%	-13%	-0.6	.	0.1%	0%
7	CCOC(=O)c1c(C)n(-c2ccccc2)c2ccc(O)cc12
→ i	?	2%	-2%	-28%	-1.1	i	0.6%	-2%
8	O=C(CCSCc1ccccc1Cl)NC1CCCC1
→ i	4%	4%	?	1%	-2.8	i	-0.2%	-2%
9	O=C(/C=C/c1ccccc1)Nc1ccc(NC(=O)c2cccs2)cc1
→ i	8%	-1%	?	3%	0.3	i	-0.4%	-2%
10	CCOC(=O)N1CCC(n2c(SCC(=O)Nc3ccccc3OC)nc3ccccc3c2=O)CC1
→ i	?	.	15µM*	-2%	-1.7	i	-0.4%	-7%
11	CN(C)C(=O)c1ccc(-c2nnc(NCc3ccccc3)c3ccccc23)cc1
→ i	-3%	-1%	-15%	4%	-8.6	i	-0.9%	0%
12	CCn1c(=O)c2sccc2n(Cc2ccccc2)c1=O
→ i	-15%	5%	-6%	-34%	-0.2	i	0.3%	-3%
13	Fc1ccccc1OCCSc1nc2ccccc2o1
→ i	-6%	?	.	9%	3.9	i	17%	1%
14	CCn1ncc(CN2CCC(Oc3ccc(C(=O)N4CCCC4)cc3)CC2)c1C
→ i	-5%	-5%	12%	-23%	-1.6	?	-0.6%	1%
15	C[C@H]1COC(=O)CCCC/C=C\C[C@H](CC(=O)N(CCO)Cc2ccccc2)C(=O)N1
→ i	29%	-1%	9%	-1%	-0.7	i	0.4%	0%
16	Cc1ccnn1CCC(=O)N1CCCC(Nc2ccc(F)c(F)c2)C1 (centres undefined)
→ i	-6%	2%	5%	3%	-0.2	i	-0.4%	1%
17	COc1cccc(/C=N/Nc2snc(SC)c2C#N)c1
→ i	?	-1%	?	-38%	0.2	i	12%	1%
18	COCc1c(C(=O)Nc2nnc(C3CC3)s2)oc2ccccc12
→ i	1%	.	.	-3%	0.6	i	5.2%	.
19	COc1ccc(-c2noc(-c3ccccc3C(=O)NCC3CCCO3)n2)cc1 (centres undefined)
→ i	-8%	1%	?	8%	-1.6	i	-0.5%	-1%
20	COc1cccc(C(O)c2nc(-c3cnn(C)c3)cs2)c1 (centres undefined)
→ i	14%	.	.	0%	-9.4	i	0.2%[9.22 µM]	.
21	O=C(CN1CCN(Cc2ccc(F)cc2)C1=O)NCc1ccccc1
→ .	-2%	2%	7%	2%	.	i	-0.3%	.
22	CCN1CCN(C(=O)c2ccc3c(c2)N(Cc2cccc(Cl)c2)C(=O)c2ccccc2S3(=O)=O)CC1
→ .	?	7%	.	-32%	.	.	5.4%	.
23	ClCC1=Nc2ccccc2Cc2ccccc21
→ i	5%	0%	-4%	5%	-0.6	i	2.0%	.
24	CCCCOc1ccc(S(=O)(=O)NNC(=O)C2Cc3c(ccc4ccccc34)O2)cc1 (centres undefined)
→ i	-17%	?	?	-70%	-1.0	i	-0.1%	0%
25	Cc1cccc(NC(=O)CCN2C(=O)c3cccc([N+](=O)[O-])c3C2=O)c1
→ i	-12%	0%	0%	-2%	-0.9	i	-0.8%	2%
26	C[C@H](NC(=O)C1CCN(S(=O)(=O)c2ccccc2)CC1)C(=O)NCc1ccc(Cl)cc1Cl
→ i	?	0%	-6%	-44%	-1.9	i	0.2%	1%
27	COc1ccc(N(CC(=O)N2CCCCCC2)S(=O)(=O)c2ccc(OC)c(OC)c2)cc1
→ i	-1%	-4%	-3%	-18%	-1.1	i	-0.1%	-2%
28	Cc1noc(C)c1Cn1nc(C(=O)O)c2ccccc2c1=O
→ i	5%	-3%	.	5%	-3.7	i	3.2%	1%
29	O=C(Cn1ccc(C(F)(F)F)n1)NNC(=O)c1cccnc1
→ i	22%	2%	2%	6%	-0.2	i	-0.5%	-1%
30	Cc1ccc(C(=O)N/N=C/c2ccc(-c3cccc(C(F)(F)F)c3)o2)cn1
→ i	?	?	-16%	0%	-1.5	i	0.3%	-3%

Brought forward from above: 2 entries, followed by the next part.
Values run as follows: pAkt inh	TGFb SMAD3 inh	A549 viability	Nrf2 block	HepG2 viability	CCT modulator	ATXN viability	Nrf2 activator	MmCpn inh
29	O=C(Cn1ccc(C(F)(F)F)n1)NNC(=O)c1cccnc1
→ i	22%	2%	2%	6%	-0.2	i	-0.5%	-1%
30	Cc1ccc(C(=O)N/N=C/c2ccc(-c3cccc(C(F)(F)F)c3)o2)cn1
→ i	?	?	-16%	0%	-1.5	i	0.3%	-3%
31	Cc1sc2ncn(CC(=O)NCC(=O)N3CCN(c4ccc(F)cc4)CC3)c(=O)c2c1C
→ i	-2%	-1%	8.2µM*	0%	-0.1	i	0.3%	-3%
32	Brc1cc(-c2ccccc2)nc(-c2ccccc2)n1
→ i	-9%	-1%	10%	-164%	-0.4	.	19%	.
33	O=C(Cn1cnc2c(nnn2Cc2ccccc2F)c1=O)NCc1ccco1
→ i	0%	?	?	8%	-0.6	?	-0.2%	-2%
34	Cc1c(NC(=S)N/N=C\c2ccccc2O)c(=O)n(-c2ccccc2)n1C
→ i	0%	-1%	-8%	-8%	0.5	?	0.0%	-1%
35	COc1ccc(-n2c(-c3cccc(C)c3[N+](=O)[O-])n[nH]c2=S)cc1
→ i	-5%	-4%	1%	-19%	0.5	i	0.3%	-2%
36	CC(=O)N1[C@H](C)C=C[C@]1(Cc1ccccc1)C(=O)O
→ i	5%	8%	16%	-15%	-1.5	i	-0.3%	1%
37	COc1ccc(-c2cnc3c(NC(C)=O)cc(-c4ccccc4CN(C)C)cn23)cc1OC
→ i	29%	.	.	-31%	-1.1	i	7.1%	.
38	Cc1c(NC(=O)c2cc3ccccc3c(=O)s2)c(=O)n(-c2ccccc2)n1C
→ i	-1%	-4%	9%	10%	-1.1	i	0.2%	0%
39	O=C(CSc1nnc(-c2ccc3c(c2)OCO3)o1)Oc1ccccc1
→ .	?	-1%	26%	1%	.	.	-3.0%	.
40	CCCCNc1ncnc2c1cnn2Cc1ccc(Cl)cc1
→ i	-13%	1%	-14%	-27%	0.2	i	-0.2%	0%
41	Cc1cc(C)c2c(N)c(C(=O)NCc3ccco3)sc2n1
→ i	?	1%	5%	-8%	-2.2	i	5.2%	-5%
42	O=C(CCCC(=O)N(CC(=O)NC1CCCC1)c1ccc(F)c(Cl)c1)Nc1ccccn1
→ i	7%	1%	4%	4%	-1.3	i	-0.1%	?
43	COc1ccc(CNC(=O)C(c2ccc(C)cc2)N(Cc2cccs2)C(=O)c2ccc3c(c2)OCCO3)cc1 (centres undefined)
→ i	-8%	-21%[1.84 µM]	?	-17%	-1.6	i	0.1%	-4%
44	O=C(c1ccncc1)N1N=C(C2CCCCC2)CC1(O)C(F)(F)F (centres undefined)
→ i	-15%	6%	13%	-29%	0.4	i	-0.6%	-2%
45	Cc1ccc(C)c(S(=O)(=O)Nc2ccc3scnc3c2)c1
→ i	0%	-19%	-26%	-30%	-1.9	i	0.5%	1%
46	Cc1cc(OC(F)F)ccc1NC(=O)Nc1ccc2c(c1)OCO2
→ i	-6%	9%	6%	-2%	1.4	i	0.2%	1%
47	CCN(CC)S(=O)(=O)c1cccc(NC(=O)c2cccc(S(=O)(=O)N3CCCC3)c2)c1
→ i	-20%	-7%	?	0%	-56*	i	2.1%	-1%
48	CSc1nsc(SCC(=O)N2CCc3ccccc32)n1
→ i	4%	15%	33%	-13%	0.0	i	2.6%	0%
49	CCc1nnc(NC(=O)CCC(=O)Nc2ccc(OC)cc2OC)s1
→ i	-1%	-2%	5%	-34%	1.0	i	0.2%	-2%
50	CCN(CC)CCNC(=O)C(=O)NCC(c1cccnc1)N1CCN(c2ccc(F)cc2)CC1 (centres undefined)
→ .	26%	-1%	4%	1%	.	i	0.4%	.
51	COc1nc2c(C)cccc2cc1-c1noc(-c2ccco2)n1
→ ?	10%	9%	?	11%	0.4	i	?	-9%
52	CCCCc1nc2n[nH]c(N)c2c2c1CSC(C)(C)C2
→ i	2%	-5%	.	-3%	0.0	i	-0.4%	0%
53	COC(=O)c1c(NC(=O)c2ccc(C(=O)c3ccccc3)cc2)sc2c1CC(C)(C)NC2(C)C
→ i	3%	.	.	-19%	0.3	i	-0.9%	.
54	COc1ccccc1-n1c(SCC(=O)Nc2cccc3ccccc23)nc(O)cc1=O
→ i	17%	2%	3%	8%	0.3	i	-0.2%	1%
55	Cc1ccc(Cl)cc1N1CCN(C(=O)c2cc(S(=O)(=O)N3CCCC3)c[nH]2)CC1
→ .	?	8%	-2%	-33%	.	.	7.5%	.
56	COC(=O)CSc1nc2ccc(C)cc2[nH]1
→ i	20%	5%	21%	-5%	0.0	i	-0.1%	0%
57	Cc1cccc(Cl)c1NNC(=O)Nc1c([N+](=O)[O-])c(C)nn1C
→ i	-7%	-3%	-9%	-7%	-0.7	i	0.3%	-1%

Compound activity as filed in PubChem BioAssay.
